Assay outcomes (PubChem BioAssay)
12-hLO inh: 12-hLO (ALOX12) enzyme inhibition; Potency, µM (series often up to 57.1 µM), inactives show at the top dose activity change, negative = inhibition, most hits filed as inhibitors; AID 1452; hit rate 0.12% among 150,000; purified 12-hLO, xylenol orange hydroperoxide absorbance; note: potency is the fitted concentration of half-maximal effect; nearly all actives have a fitted effect of over 55% in size; many of its hits are not listed in these tables
Target sequence (P18054 whole entry, looked up): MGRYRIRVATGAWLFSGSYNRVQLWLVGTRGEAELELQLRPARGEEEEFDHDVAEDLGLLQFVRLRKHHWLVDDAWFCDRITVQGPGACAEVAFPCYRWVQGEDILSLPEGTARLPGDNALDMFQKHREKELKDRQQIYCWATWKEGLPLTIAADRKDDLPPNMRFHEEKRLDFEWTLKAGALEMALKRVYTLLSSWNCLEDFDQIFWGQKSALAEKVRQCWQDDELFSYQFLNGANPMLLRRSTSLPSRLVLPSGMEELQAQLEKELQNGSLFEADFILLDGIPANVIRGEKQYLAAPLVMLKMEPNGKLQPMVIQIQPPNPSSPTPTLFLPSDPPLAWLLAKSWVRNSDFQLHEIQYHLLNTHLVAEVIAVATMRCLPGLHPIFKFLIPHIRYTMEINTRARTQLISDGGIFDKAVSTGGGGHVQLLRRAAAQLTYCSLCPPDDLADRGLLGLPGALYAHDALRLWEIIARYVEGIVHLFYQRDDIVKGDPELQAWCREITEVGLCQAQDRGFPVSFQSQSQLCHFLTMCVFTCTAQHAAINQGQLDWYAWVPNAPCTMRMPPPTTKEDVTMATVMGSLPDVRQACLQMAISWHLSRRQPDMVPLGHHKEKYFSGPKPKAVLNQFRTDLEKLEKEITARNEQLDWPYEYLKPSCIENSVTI
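Lipoxygenase turnover measured by absorbance at 573 and 405 nm after Fe-XO development. Human 12hLO 150 nM, arachidonate 40 uM, pH 7.0 Hepes buffer with detergent; 15 min compound preincubation, 30 min reaction.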
IMPase inh: cell-permeable inhibitors of inositol monophosphatase (IMPase); P97697; inhibition (IP1 accumulation), % at 46.1 µM; 120,000 tested, under 10 active; CHO-M1 cells, IP1 accumulation, HTRF TR-FRET ratio; active = well fitted curve in the direction sought with a large enough effect in the signal ratio, not every such curve was filed as active; inconclusive = small, poorly fitted or top-dose-only effect, or a change in a side signal; inactive = no such curve, though single readings can be large or run the other way; the % refers to the signal ratio;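 note: cells stimulated with carbachol in lithium chloride buffer; plate controls were DMSO basal wells for no effect and reference inhibitor wells for full effect; higher means more IMPase inhibition seen as more IP1 and lower FRET ratio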
Target sequence (P97697 whole entry, looked up): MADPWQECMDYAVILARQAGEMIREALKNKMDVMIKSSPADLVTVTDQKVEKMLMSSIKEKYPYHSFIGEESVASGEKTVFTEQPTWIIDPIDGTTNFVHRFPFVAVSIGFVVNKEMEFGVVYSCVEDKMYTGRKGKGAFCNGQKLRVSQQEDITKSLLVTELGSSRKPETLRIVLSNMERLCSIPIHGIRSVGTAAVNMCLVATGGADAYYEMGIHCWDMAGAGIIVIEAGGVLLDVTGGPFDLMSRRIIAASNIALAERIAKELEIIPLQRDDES
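Measured: the HTRF emission ratio (665/620 nm) plus the 620 nm donor channel, each fitted to the Hill equation to give AC50. Cells were CHO-M1 given compounds up to 46 uM and a 30 min carbachol stimulation at 37C.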
PNC inhibitor: inhibitors of perinucleolar compartment assembly; PC3M PTB-GFP, PNC prevalence imaging, 16 h; hits give low values; activity change (PNC), negative = inhibition, % at 10 µM; hit rate 3.1% among 140,000;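 active = readout at or below -70, meaning at least 70% loss of cells showing the perinucleolar compartment, a nuclear body marking cancer cells; inconclusive = readout between -30 and a set limit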;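 note: plate controls were DMSO wells for no effect and camptothecin positive control wells for full effect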
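PC3M cells stably expressing PTB-GFP, 750–1000 cells/well, treated 16 h at 37 °C with compound (23 nl of library stock), in duplicate. After paraformaldehyde fixation and Hoechst stain, imaged at 20x; PNC prevalence scored by image analysis.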
15-hLO-2 inh: blocks human 15-lipoxygenase 2 activity | O15296 | purified 15hLO-2, xylenol orange hydroperoxide absorbance | hit rate 0.56% among 110,000 | AID 881 | Potency, µM (doses to about 57.1 µM), for inactives: top-dose activity change, negative = inhibition, hits mostly inhibitors; note: potency is the fitted concentration of half-maximal effect; nearly all actives have a fitted effect of over 60% in size; many of its hits are not listed in these tables
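Purified human 15hLO-2 (50 nM final) preincubated with compounds 15 min at room temperature in 25 mM Hepes pH 7.5, 0.01% Triton X-100, then 45 uM arachidonic acid added for 90 min; hydroperoxide detected via ferrous/xylenol orange, 573/405 nm absorbance ratio.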
An asterisk follows results filed as active; [ ] = remark or other dose. Unless noted, calls come from the whole dose curve; as a rule, active = well fitted curve in the direction sought with a large enough effect; inconclusive = small, poorly fitted or top-dose-only effect, or another doubt; inactive = no such curve, though single readings can be large; an effect the other way counts as inactive or inconclusive. Unless noted, % is set by controls: 0 for no effect and ±100 for the full control effect.

`CC1CCN(c2nc3c(c(=O)n(C)c(=O)n3C)n2CCSc2nc3ccccc3s2)CC1` gave 12-hLO inh -3%, IMPase inh 8, PNC inhibitor 20 and 15-hLO-2 inh -4%.
Screening COc1ccc(N2CCN(C(=O)c3sc4nc(-c5ccc(F)cc5)cn4c3C)CC2)cc1 returned 12-hLO inh -2%, IMPase inh 0, PNC inhibitor inconclusive and 15-hLO-2 inh -7%.
Cc1nnc(SCC(=O)N2c3ccccc3C(C)(c3ccc(Cl)cc3)CC2(C)C)s1 (stereo not given) was read as 12-hLO inh -7%, IMPase inh 9 and PNC inhibitor 42.
Screening Brc1ccc(/C=N/Nc2ccccc2)cc1 returned 12-hLO inh -24% and PNC inhibitor 6.
For CC(=O)Nc1ccc(NC(=O)CSc2ncnn2-c2ccccc2)cc1 the results were 12-hLO inh -4%, IMPase inh -16, PNC inhibitor 25 and 15-hLO-2 inh -2%.
For Cc1cc(-c2ccccc2)c(C#N)c(SCC(N)=O)n1 the results were 12-hLO inh -3%, IMPase inh 0, PNC inhibitor 13 and 15-hLO-2 inh 5%.
For O=S(=O)(Nc1ccc2c(c1)OCCO2)c1cccc2cccnc12 the results were 12-hLO inh -1%, IMPase inh -2, PNC inhibitor -21 and 15-hLO-2 inh -4%.
For CCOC(=O)N1CCN(C(=O)C2CC(=O)N(Cc3ccc(OC)cc3)C2)CC1 (stereo not given) the results were 12-hLO inh -8%, IMPase inh -5, PNC inhibitor inconclusive and 15-hLO-2 inh 3%[2.29 µM].
`Cc1nc2c(C(=O)O)cnn2c(C)c1Cc1ccccc1F` gave 12-hLO inh -9%, IMPase inh -9, PNC inhibitor -5 and 15-hLO-2 inh 6%.
For CCOc1ccc(N2CC(O)Cn3c2nc2c3c(=O)n(CCCc3ccccc3)c(=O)n2C)cc1 (stereo not given) the results were 12-hLO inh -5%, IMPase inh -5, PNC inhibitor inconclusive and 15-hLO-2 inh -10%.
CCOC(=O)c1sc2cccc(Cl)c2c1N was read as 12-hLO inh -4%, IMPase inh -8 and PNC inhibitor 8.
Screening O=C(Cc1ccccc1)Nc1ccc(NC(=O)c2cccs2)c(Cl)c1 returned 12-hLO inh 3% and PNC inhibitor inconclusive.
Screening O=c1[nH]c(CSc2nnc(-c3cccnc3)n2C2CCCCC2)nc2ccccc12 returned 12-hLO inh -1%, IMPase inh -2, PNC inhibitor 24 and 15-hLO-2 inh -6%.
For Cc1noc(C)c1C(=O)N1CCN(c2ncccn2)CC1 the results were 12-hLO inh 2%, IMPase inh -14, PNC inhibitor 15 and 15-hLO-2 inh 5%[2.29 µM].
`COC(=O)c1cc(Br)c(=O)n(Cc2ccc(C(=O)O)cc2)c1` gave 12-hLO inh 3%, IMPase inh -17, PNC inhibitor inconclusive and 15-hLO-2 inh 6%.
`COc1cccc(NC(=S)N(CCc2c(C)[nH]c3ccccc23)Cc2ccco2)c1` gave 12-hLO inh 4% and PNC inhibitor 60.
`Cc1ccc(Nc2nnc(SC(C)C(=O)Nc3c(C)n(C)n(-c4ccccc4)c3=O)s2)cc1` (stereo not given) gave 12-hLO inh 0% and PNC inhibitor -8.
`COc1ccc(CN2C(=O)c3cccnc3C2Nc2cc(Cl)ccc2OC)cc1` (stereo not given) gave 12-hLO inh -3%, IMPase inh 9, PNC inhibitor 16 and 15-hLO-2 inh inconclusive.
For CC(C)CNC(=O)COc1ccccc1[N+](=O)[O-] the results were 12-hLO inh -3%, IMPase inh 11 and PNC inhibitor -9.
Oc1cccc(/C=N/NC(=S)Nc2cccnc2)c1O was read as 12-hLO inh -28% and PNC inhibitor inconclusive.
O=C(/C=C/c1ccccc1)N1CCN(c2cccc(Cl)n2)CC1 was read as 12-hLO inh 8%, IMPase inh 0 and PNC inhibitor 68.
Screening CC(=O)N1CCc2cc(S(=O)(=O)CCC(=O)Nc3ccc4c(c3)OCCO4)ccc21 returned 12-hLO inh 7%, IMPase inh 1, PNC inhibitor 60 and 15-hLO-2 inh 4%.
Screening Cc1cc2nnc(SCc3ccccc3)n2c(N)n1 returned 12-hLO inh -2%, IMPase inh -16, PNC inhibitor 0 and 15-hLO-2 inh -8%.
`COc1ccccc1N(CC(O)COc1ccc(C)cc1)S(=O)(=O)c1ccccc1` (stereo not given) gave 12-hLO inh -3%, IMPase inh 4 and PNC inhibitor inconclusive.
For CCN(CCCNC(=O)C1CCN(S(=O)(=O)N2CCC3(CC2)OCCO3)CC1)c1ccccc1 the results were 12-hLO inh 7%, IMPase inh 0, PNC inhibitor -22 and 15-hLO-2 inh -4%.
`CCN1C(=O)/C(=C/N(C(C)=O)c2ccccc2)N(c2ccccc2)C1=S` gave 12-hLO inh 1%, IMPase inh 15, PNC inhibitor 7 and 15-hLO-2 inh -7%.
For COc1ccccc1N1CCN(Cc2cc(=O)n3ccsc3n2)CC1 the results were 12-hLO inh 2%, IMPase inh 2, PNC inhibitor -16 and 15-hLO-2 inh 10%.
CCn1cc(C(=O)N2CCOCC2)c(=O)c2cc(S(=O)(=O)N(C)C3CCCCC3)ccc21 was read as 12-hLO inh -2%, IMPase inh 11, PNC inhibitor 26 and 15-hLO-2 inh -6%.
Screening Cc1cc(Cl)ccc1Oc1ncnc2oc(-c3ccccc3)cc12 returned 12-hLO inh 1%, IMPase inh -4, PNC inhibitor -94* and 15-hLO-2 inh 25%.
For COc1ccc(CN=C2NC(=O)CC(C(=O)Nc3cc(C)cc(C)c3)S2)cc1 (stereo not given) the results were 12-hLO inh -4% and PNC inhibitor -84*.
Screening CCOC(=O)N1CCC(n2c(SCC(=O)N3CCCC3)nc3ccccc3c2=O)CC1 returned 12-hLO inh 2%, IMPase inh 5, PNC inhibitor 72 and 15-hLO-2 inh 2%.
`CC(C)c1nc(SCC(=O)NCc2ccccc2)n[nH]1` gave 12-hLO inh -2%, IMPase inh -5, PNC inhibitor 28 and 15-hLO-2 inh -3%.
For Cc1cc(OCCN2CCCCC2)nc2ccccc12 the results were 12-hLO inh -1%, IMPase inh 4, PNC inhibitor -6 and 15-hLO-2 inh 13%.
Screening COc1ccc(/C=N/NC(=O)c2cccc(Br)c2)cc1CSc1ccccn1 returned 12-hLO inh -9%, IMPase inh 14 and PNC inhibitor -21.
CCOC(=O)c1ccc(NC(=O)c2cc3c(C)nn(-c4ccccc4Cl)c3s2)s1 was read as 12-hLO inh 5% and PNC inhibitor 32.
Screening CC(=O)Nc1ccc(S(=O)(=O)Nc2nccc(C3Cc4ccccc4C(=O)O3)n2)cc1 (stereo not given) returned 12-hLO inh 0%, IMPase inh -6, PNC inhibitor 1 and 15-hLO-2 inh 4%.
`COc1ccc(C2CC(c3cccs3)=Nc3ccccc3S2)cc1OC` (stereo not given) gave 12-hLO inh 5%, IMPase inh -2 and PNC inhibitor inconclusive.
Screening Cc1csc(C(C#N)C(=O)c2ccncc2)n1 (stereo not given) returned 12-hLO inh -8%, IMPase inh 3, PNC inhibitor -9 and 15-hLO-2 inh -20%.
Screening Cc1ccccc1-c1ccc(C=Nc2c(C)n(C)n(-c3ccccc3)c2=O)o1 returned 12-hLO inh -2%, IMPase inh -26, PNC inhibitor 15 and 15-hLO-2 inh -4%.
O=C(OCc1cc2ccccc2[nH]c1=O)c1ccco1 was read as 12-hLO inh -1%, IMPase inh -4, PNC inhibitor inconclusive and 15-hLO-2 inh -3%.

5 records drawn at random from the list so far, as already listed:
`CC(C)c1nc(SCC(=O)NCc2ccccc2)n[nH]1` gave 12-hLO inh -2%, IMPase inh -5, PNC inhibitor 28 and 15-hLO-2 inh -3%.
`COc1ccccc1N(CC(O)COc1ccc(C)cc1)S(=O)(=O)c1ccccc1` (stereo not given) gave 12-hLO inh -3%, IMPase inh 4 and PNC inhibitor inconclusive.
Screening CCOC(=O)N1CCC(n2c(SCC(=O)N3CCCC3)nc3ccccc3c2=O)CC1 returned 12-hLO inh 2%, IMPase inh 5, PNC inhibitor 72 and 15-hLO-2 inh 2%.
For COc1ccccc1N1CCN(Cc2cc(=O)n3ccsc3n2)CC1 the results were 12-hLO inh 2%, IMPase inh 2, PNC inhibitor -16 and 15-hLO-2 inh 10%.
Screening CC(=O)N1CCc2cc(S(=O)(=O)CCC(=O)Nc3ccc4c(c3)OCCO4)ccc21 returned 12-hLO inh 7%, IMPase inh 1, PNC inhibitor 60 and 15-hLO-2 inh 4%.

Further structures follow:
`CSc1nc(N)nc(SC2C=CCCC2)c1C#N` (stereo not given) gave 12-hLO inh -6%, IMPase inh 26, PNC inhibitor 12 and 15-hLO-2 inh -2%.
CC(C)[C@H](NC(=O)c1ccccc1)C(=O)OCC(=O)Nc1ccc(Cl)cc1C(F)(F)F was read as 12-hLO inh -1%, IMPase inh -1 and PNC inhibitor inconclusive.
For O/N=C1/CCCCC1c1ccccn1 (stereo not given) the results were 12-hLO inh -2%, IMPase inh 10 and PNC inhibitor 13.
For O=C(NCc1ccccc1)c1ccc2c(c1)C(=O)N(Cc1ccncc1)C2=O the results were 12-hLO inh -2%, IMPase inh 1, PNC inhibitor -5 and 15-hLO-2 inh -6%.
Screening Cc1cc(Cl)ccc1NC(=S)NCCN1CCOCC1 returned 12-hLO inh 0% and PNC inhibitor 36.
O=c1c2ccccc2ncn1-c1ccc2c(c1)OCCO2 was read as 12-hLO inh 6%, IMPase inh 5, PNC inhibitor 44 and 15-hLO-2 inh 2%.
Screening COCCNC(=O)CN(C)S(=O)(=O)c1ccc2c(c1)OCCO2 returned 12-hLO inh 1%, IMPase inh 0, PNC inhibitor 15 and 15-hLO-2 inh 1%.
`Cc1ccc(C(=O)/C=C/c2cn(CC(O)CN3CCOCC3)c3ccccc23)cc1` (stereo not given) gave 12-hLO inh -6% and PNC inhibitor -24.
For Cc1c(C(=O)NC(C(C)C)C(C)C)cccc1[N+](=O)[O-] the results were 12-hLO inh 2% and PNC inhibitor 35.
COC(=O)c1cc(NC(=O)Cc2ccccc2[N+](=O)[O-])ccc1Cl was read as 12-hLO inh -4%, IMPase inh -4 and PNC inhibitor -21.
For O=C(CSc1ncn[nH]1)N1CCN(S(=O)(=O)c2ccccc2)CC1 the results were 12-hLO inh 5%, IMPase inh -5, PNC inhibitor 48 and 15-hLO-2 inh 6%.
Screening CCOC(=O)c1ccc(-c2ccc(CO)o2)cc1 returned 12-hLO inh 6%, IMPase inh -1, PNC inhibitor 56 and 15-hLO-2 inh -24%.
Cc1cccc(N2CCN(C(=O)COc3cccc4c3OC(C)(C)C4)CC2)c1C was read as 12-hLO inh -1%, IMPase inh 3 and PNC inhibitor inconclusive.
For Cc1cc(NC(=O)CSCCO)no1 the results were 12-hLO inh 4%, IMPase inh -1, PNC inhibitor 54 and 15-hLO-2 inh 5%.
CCn1cc(C(=O)N2CCc3ccccc32)c(=O)c2cc(S(=O)(=O)N3CCOCC3)ccc21 was read as 12-hLO inh -1%, IMPase inh -3, PNC inhibitor 4 and 15-hLO-2 inh -10%.
Screening COCCn1c(=O)c(-c2ccc(OC)cc2)nc2cnc(Oc3cccc(Cl)c3)nc21 returned 12-hLO inh 1% and 15-hLO-2 inh -3%.
Screening S=C(NCCN1CCOCC1)Nc1ccc(Br)cc1 returned 12-hLO inh -2% and PNC inhibitor -15.
For Cc1ccc(S(=O)(=O)n2nc(-c3ccco3)nc2SCc2ccccc2)cc1 the results were 12-hLO inh -4%, IMPase inh 0, PNC inhibitor inconclusive and 15-hLO-2 inh 2%.
For O=C(CN1CCCCC1)Nc1ccc(S(=O)(=O)NC2CCCCC2)cc1 the results were 12-hLO inh 4%, IMPase inh -2, PNC inhibitor inconclusive and 15-hLO-2 inh 2%.
CC(=O)C1=C(c2ccc(Br)cc2)C(=O)c2ccccc2C1=O was read as 12-hLO inh -7%, IMPase inh 8 and PNC inhibitor inconclusive.

An excerpt. The share of hits here may be higher or lower than overall.
